High-throughput results deposited in PubChem BioAssay by Broad Institute.
CASP6 VEID inh – blocks human caspase-6 cleavage activity. P55212. purified caspase-6, Z-VEID-R110 cleavage fluorescence. inhibition, % at 12.5 µM. 350,000 compounds, 0.53% hits. AID 686996;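 active means mean inhibition across replicates at least about 35%, with every replicate also reaching that limit, limit read from the data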;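 further: 0% = median of neutral control wells and 100% = no fluorescence left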
Target sequence (P55212 24-179 limits assumed): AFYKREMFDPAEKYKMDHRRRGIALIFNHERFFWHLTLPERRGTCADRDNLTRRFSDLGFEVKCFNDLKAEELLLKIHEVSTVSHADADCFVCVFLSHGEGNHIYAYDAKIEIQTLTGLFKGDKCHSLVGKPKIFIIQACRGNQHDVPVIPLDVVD
Target sequence (P55212 194-293 limits assumed): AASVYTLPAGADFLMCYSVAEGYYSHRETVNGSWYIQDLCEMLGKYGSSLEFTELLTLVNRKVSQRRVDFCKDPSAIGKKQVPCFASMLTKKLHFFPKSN
SIRT5 inh – sirtuin-5 (human) deacylase inhibition | 330,000 compounds, 1.1% hits | Purified SirT5, succinyl-peptide AMC, trypsin-coupled fluorescence | inhibition, % at 15 µM | AID 652115; in the data active means inhibition above about 15%
Target sequence (Q9NXA8 whole entry, looked up): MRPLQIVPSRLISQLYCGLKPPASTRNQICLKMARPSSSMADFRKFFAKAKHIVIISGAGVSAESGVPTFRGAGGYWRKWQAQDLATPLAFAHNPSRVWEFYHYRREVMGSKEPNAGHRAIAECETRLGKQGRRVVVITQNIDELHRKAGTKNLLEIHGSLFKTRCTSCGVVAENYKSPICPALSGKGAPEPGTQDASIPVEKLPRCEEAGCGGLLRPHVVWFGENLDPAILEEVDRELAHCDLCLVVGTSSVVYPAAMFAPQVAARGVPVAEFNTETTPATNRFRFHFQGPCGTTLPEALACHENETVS
Statin myotox sup – suppressors of simvastatin-induced myotoxicity in C2C12 myotubes; ATP luminescence, 48 h; scaled: DMSO 0, geranylgeraniol control 100; rescue of ATP level, % at 7.49 µM; 330,000 compounds, 0.78% hits; AID 602340;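 active means mean ATP rescue above about 67%, or every replicate alone reaching that limit, limit read from the data, passing the limit was not always enough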;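 further: myotubes were challenged with 10 µM simvastatin during compound exposure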
esBAF inh – inhibitors of esBAF chromatin remodeling in mouse ES cells; 350,000 compounds, 2% hits; Bmi1-luciferase knock-in reporter, 24 h; 100% = twice the neutral-well signal; reporter increase, % at 12.5 µM; AID 602393; in the data active means activation above about 40%;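 further: 0% = median of the plate's neutral control wells and 100% = double that signal; a rise in the Bmi1 reporter signal indicates esBAF inhibition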
FN deposition inh – fibronectin deposition inhibition. AH1F fibroblasts, Alexa488-fibronectin deposition fluorescence, overnight. inhibition, % at 12.6 µM. 350,000 compounds, 0.086% hits. AID 743247;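 active means mean inhibition across replicates of 30% or more, regardless of how many single replicates reach that level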;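 further: positive control wells lacked labelled fibronectin entirely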
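Material: AH1F fibroblasts assembling fluorescent fibronectin matrix; amount: 10000 AH1F cells/well; medium: DMEM, 2% serum; reagent: Alexa488-fibronectin, 24 nM final in well; dosing: single compound dose, delivered by pin transfer; incubation: 1 h adhesion, overnight exposure; detection: fluorescence after three HBSS washes, excitation 485 nm, emission 525 nm; measure: fibronectin deposition inhibition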
S100A4 MyoIIA – S100A4-myosin IIA interaction inhibition; S100A4/TAMRA-MyoIIA peptide fluorescence polarization; inhibition, % at 10.7 µM; 360,000 compounds, 0.14% hits; AID 652163;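 active means mean inhibition of at least 70% across replicates, with every replicate also reaching that level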
Target sequence (P26447 whole entry, looked up): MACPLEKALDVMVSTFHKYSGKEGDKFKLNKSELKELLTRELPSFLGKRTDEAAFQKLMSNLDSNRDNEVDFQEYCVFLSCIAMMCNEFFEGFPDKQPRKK
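Compound dosing: one dose per compound; test system: human S100A4 monomer with TAMRA-labelled myosin IIA peptide; probe or stimulus: TAMRA-labelled myosin IIA heavy-chain peptide probe, 5 nM; medium: HEPES buffer with Ca2+, pH 7.2; schedule: 5 min incubation before reading; benchmarks: neutral control DMSO, positive control TFP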
LGR2 antag – inhibitors of bursicon-induced Drosophila LGR2 receptor cAMP signaling; HEK293 LGR2, CRE-luciferase, bursicon-stimulated, 4 h; inhibition, % at 9.99 µM; 380,000 compounds, 0.35% hits; AID 720647;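 active means drop in luminescence signal, shown as inhibition above about 50% in the replicate tests, limit read from the data, passing the limit was not always enough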;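 further: agonist challenge used bursicon conditioned medium at about half maximal strength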
Numbers without * were called inactive; . = no result given. An excerpt, so the mix of outcomes need not match the whole.

| molecule | CASP6 VEID inh | SIRT5 inh | Statin myotox sup | esBAF inh | FN deposition inh | S100A4 MyoIIA | LGR2 antag |
| --- | --- | --- | --- | --- | --- | --- | --- |
| C[C@H]1CN([C@@H](C)CO)C(=O)c2cc(C#Cc3cccc(F)c3)cnc2O[C@@H]1CN(C)CC1CCCC1 | 1 | 23* | . | 2 | . | -1 | . |
| O=C(COc1ccc(F)cc1Cl)Nc1cccc(S(=O)(=O)N2CCCCCC2)c1 | 0 | 0 | 4 | -6 | -1 | 1 | -6 |
| COc1cccc(CC(=O)OCC(=O)NCCc2ccc(F)cc2)c1 | -1 | 1 | -1 | 2 | -1 | 3 | -8 |
| Cc1ccccc1-c1cc(C(=O)NCC2CC2)nn1CC1CC(c2cccc([N+](=O)[O-])c2)=NO1 (configuration not stated) | 1 | 1 | 4 | 4 | 2 | -3 | 1 |
| CCCNC(=O)C[C@H]1CC[C@@H]2[C@H](COC[C@H](O)CN2C(=O)Nc2cccc(Cl)c2)O1 | 5 | 3 | -7 | 4 | -7 | 1 | -1 |
| CN(C)S(=O)(=O)c1ccc(S(=O)(=O)N2CCCC(C(=O)NC3CC3)C2)cc1 (configuration not stated) | 0 | -1 | 10 | 0 | 5 | -1 | 12 |
| CC(=O)N(C)c1nc(N)n(-c2ccccc2)n1 | -1 | -3 | . | . | 13 | -6 | 9 |
| CN1CCN(C(=O)/C(=C/c2ccc(N(C)C)cc2)NC(=O)c2ccccc2)CC1 | -2 | 4 | 1 | -4 | -3 | -13 | 9 |
| COc1ccc(C[C@H]2CCn3cc(nn3)COC[C@H](C(C)C)NC2=O)cc1 | 6 | 3 | . | . | 10 | 18 | 18 |
| C[C@@H]1CCCCO[C@H](CN(C)C(=O)Nc2ccc(C(F)(F)F)cc2)[C@H](C)CN([C@H](C)CO)C(=O)c2cc(NS(C)(=O)=O)ccc2O1 | -1 | 6 | . | 9 | . | -6 | -5 |
| CC(=O)N(Cc1ccccc1)C1CC(=O)N(Cc2ccccc2)C1=O (configuration not stated) | -4 | . | 4 | 1 | -2 | -14 | -15 |
| CN[C@@H](C)C(=O)NC[C@H]1O[C@@H](n2cnc3c(=O)[nH]c(N)nc32)[C@H](O)[C@@H]1O | 3 | -1 | 2 | -3 | -2 | -2 | -12 |
| CCc1ccc(-n2c(O)c(C=NCCN(CC)CC)c(=O)[nH]c2=O)cc1 | . | . | -6 | 2 | -15 | . | . |
| CCOC(=O)N1CCN(C(=O)C[C@@H]2C[C@@]3(C(=O)OC)CCCCC=C3N(CCc3ccc(OC)c(OC)c3)C2=O)CC1 | -1 | 0 | . | . | 1 | 11 | -5 |
| CC(=O)Nc1cccc2c1C(=O)N(c1ccc(C)cc1)C2=O | . | . | 1 | 18 | -1 | . | . |
| COCOc1cccc(CN2CCC2(C)C(=O)Nc2ccc(C)cc2)c1 (configuration not stated) | 0 | . | -6 | 4 | 12 | -2 | -19 |
| Cc1ccc(NC(=O)c2ccc(=O)[nH]c2)cc1S(=O)(=O)N1CCCCCC1 | 7 | . | 10 | . | 0 | 2 | . |
| CO[C@@H]1CN(C)C(=O)c2ccc(NC(=O)C3CC3)cc2OC[C@@H](C)N(CC2CC2)C[C@@H]1C | 0 | . | -21 | 2 | 3 | 1 | -18 |
| Clc1nc(CN2CCCCC2)nc2sc3c(c12)CCCC3 | 0 | -13 | . | . | -3 | 11 | 21 |
| C[C@@H]1CN([C@H](C)CO)C(=O)c2cccc(NC(=O)c3ccc(-c4nccs4)cc3)c2O[C@H]1CN(C)S(=O)(=O)c1cccs1 | 1 | -1 | . | 2 | -1 | 3 | -3 |
| CNC1(C(N)=O)CCNCC1 | 0 | 0 | 3 | 0 | 23 | 3 | 15 |
| CCOC(=O)CN1C(=O)N[C@@H](CCc2ccccc2)C(C(C)=O)=C1C | 4 | -4 | . | . | 0 | -2 | -7 |
| O=C(N[C@@H](CCC/[N+]([O-])=C/c1ccccc1)C(=O)O)OCc1ccccc1 | 5 | -5 | 3 | 8 | 1 | -1 | -14 |
| CNC(=O)C[C@@H]1CC[C@@H]2[C@H](COc3ccc(NC(=O)c4ccccc4Cl)cc3C(=O)N2C)O1 | -3 | 5 | -4 | 3 | -11 | 30 | -11 |
| COc1ccccc1NC1=C(C)C(=O)CC1 | . | . | -5 | 3 | . | . | -7 |
| N#C[C@H]1[C@@H](c2ccccc2C2=CCCC2)[C@H](CO)N1C(=O)C1CCCC1 | 1 | -5 | . | . | 3 | -3 | -1 |
| Cc1ccc(S(=O)(=O)N2CCOCC2)cc1NC(=O)COC(=O)c1ccc(Cl)s1 | 4 | . | -5 | 2 | . | -2 | 0 |
| COc1cc(-c2nnc(-c3cc(-c4ccccc4)nc4ccccc34)o2)cc(OC)c1OC | 4 | -6 | . | . | -10 | -2 | -1 |
| CC(C)(O)C#Cc1ccc([C@@H]2[C@@H](CO)N3CCCCN(C(=O)c4cccc(F)c4)C[C@H]23)cc1 | 1 | -3 | . | . | . | -8 | -12 |
| Cc1c(OCC(=O)NCCN2CCOCC2)ccc2c1oc(=O)c1ccccc12 | 1 | -20 | 13 | -8 | 4 | -5 | -8 |
| CC(C)NC(=O)N(C)C[C@H]1OCc2cn(nn2)CCCC(=O)N([C@@H](C)CO)C[C@H]1C | . | . | 1 | -4 | 3 | . | -1 |
| CCNC(=O)C1(C)CCCN(Cc2cc(-c3ccccc3)n(C)n2)C1 (configuration not stated) | -3 | . | 4 | -4 | . | -3 | 0 |
| CC(C)=N/N=C1/NC(=O)C(Cc2ccccc2)S1 (configuration not stated) | -2 | -3 | 0 | 13 | 7 | -10 | 0 |
| CN1C(=O)c2cc(NC(=O)c3ccc(F)c(F)c3)ccc2OC[C@H]2O[C@H](CC(=O)N3CCOCC3)CC[C@H]21 | -1 | 0 | -6 | -1 | -31 | -14 | 3 |
| COc1ccccc1CNC(=O)C[C@H]1C[C@@H]2c3cc(NC(=O)C4CCC4)ccc3O[C@@H]2[C@H](CO)O1 | 0 | 3 | -1 | 4 | -15 | -1 | 2 |
| CC[n+]1c(/C=C(\C)SC)sc2ccccc21 | -4 | 0 | 43 | 3 | . | -26 | 13 |
| O=C(C[C@H]1CC[C@@H]2[C@H](COC[C@H](O)CN2Cc2cc(F)ccc2F)O1)N[C@@H]1CCN(Cc2ccccc2)C1 | -5 | -5 | -13 | 0 | 6 | 2 | -2 |
| O=C(NCC[C@H]1CC[C@@H](NC(=O)C2CC2)[C@H](CO)O1)c1cc(Cl)cc(Cl)c1 | -1 | -4 | -2 | 0 | . | 0 | 4 |
| CN1c2ccccc2N(C)C1c1c(O)ccc2ccccc12 | . | . | -4 | 4 | -6 | . | 7 |
| C[C@@H]1CN([C@@H](C)CO)C(=O)Cc2cc(NC(=O)CCC(F)(F)F)ccc2O[C@@H]1CN(C)C(=O)Nc1ccc2c(c1)OCO2 | 3 | 2 | 24 | -11 | . | -1 | 16 |
| Cc1ccc(S(=O)(=O)Nc2ccc3c(c2)CC(=O)N([C@@H](C)CO)C[C@H](C)[C@H](CN(C)Cc2ccc(Oc4ccccc4)cc2)O3)cc1 | -3 | 1 | 13 | -7 | . | -3 | 3 |
| COc1ccc(C2CC(c3cccs3)=NN2c2ccc(C=O)cc2)cc1 (configuration not stated) | 1 | . | . | . | 2 | -15 | -17 |
| O=C(Cc1ccc([N+](=O)[O-])cc1)Nc1cccc(C(F)(F)F)c1 | -1 | -2 | -13 | -2 | -10 | -17 | 7 |
| CCOC(=O)C1CCN(C(=O)COC(=O)C2CCN(S(=O)(=O)c3ccc(C)c(C)c3)CC2)CC1 | 1 | -1 | -2 | 0 | . | 0 | 5 |
| Cc1ccc(NS(=O)(=O)c2ccc(C(C)C)cc2)cc1S(=O)(=O)N1CCOCC1 | 4 | -2 | 2 | -3 | -12 | -4 | -1 |
| Cc1cccc(C(=O)Nc2ccccc2C(=O)NCc2cccnc2)c1 | 0 | 3 | -1 | -2 | 1 | 1 | -13 |
| CCCN(C)C[C@H]1Oc2cc(C#C[C@H](C)O)ccc2S(=O)(=O)N([C@H](C)CO)C[C@H]1C | 0 | -2 | -9 | -1 | . | 3 | 2 |
| C[C@@H]1Cn2cnc(C(=O)N(C)Cc3ccccc3)c2C(=O)N1 | -3 | -3 | . | . | 9 | 22 | 16 |
| COC(=O)C[C@H]1CC[C@@H]2[C@@H](COc3ccc(NC(=O)c4ccccc4OC)cc3C(=O)N2C)O1 | . | . | 2 | -3 | -6 | . | 4 |
| Cc1cc(NS(=O)(=O)c2ccc(NC(=O)C(CC(C)C)N3C(=O)c4ccccc4C3=O)cc2)nc(C)n1 (configuration not stated) | . | . | 6 | -5 | 4 | . | . |
| S=C(NCc1ccc2[nH]c3c(c2c1)CCCC3)Nc1ccccc1 | 3 | 11 | -11 | 5 | . | -18 | -32 |
| Cc1cc(C)cc(NC(=O)Nc2ccc3c(c2)C(=O)N(C)[C@H]2CC[C@H](CC(=O)O)O[C@H]2CO3)c1 | . | . | 13 | 3 | -13 | . | -2 |
| O=C(COC(=O)CCN1C(=O)c2ccccc2C1=O)Nc1ccccc1[N+](=O)[O-] | 1 | 4 | -6 | -10 | . | 3 | -5 |
| O=C(CN1C(=O)CSc2ccc(S(=O)(=O)N3CCCCC3)cc21)NCc1ccccc1 | -2 | 0 | 33 | 5 | 0 | 1 | -11 |
| COc1ccc(-c2nn3c(=O)c(C)nnc3s2)cc1 | -1 | -2 | -8 | 28 | . | 3 | -3 |
| CC(O)c1nc2ccccc2n1C(C)c1ccccc1 (configuration not stated) | 0 | 11 | 1 | -4 | 2 | -2 | 3 |
| CC1(Cc2ccccc2OC(F)(F)F)C(=O)Nc2ccc(-c3ccsc3)cc21 (configuration not stated) | -2 | 14 | 27 | -4 | 1 | -4 | 1 |
| COc1ccc(NC(=O)C2CC(=O)n3cnnc3S2)cc1 (configuration not stated) | . | . | -4 | -6 | -4 | . | . |
| Cc1onc(-c2ccc(Cl)cc2Cl)c1-c1csc(N/N=C/c2ccccc2Cl)n1 | 38* | . | . | . | 12 | 0 | . |
| CC(C)N(Cc1ccccc1)C(=S)NC1CCCCC1 | -2 | -1 | . | . | -7 | 2 | 3 |

Single records, as listed above. Screens in order: CASP6 VEID inh	SIRT5 inh	Statin myotox sup	esBAF inh	FN deposition inh	S100A4 MyoIIA	LGR2 antag
Entry for S=C(NCc1ccc2[nH]c3c(c2c1)CCCC3)Nc1ccccc1 : 3	11	-11	5	.	-18	-32
Entry for COc1ccc(NC(=O)C2CC(=O)n3cnnc3S2)cc1 (configuration not stated) : .	.	-4	-6	-4	.	.

(cont.)
| molecule | CASP6 VEID inh | SIRT5 inh | Statin myotox sup | esBAF inh | FN deposition inh | S100A4 MyoIIA | LGR2 antag |
| --- | --- | --- | --- | --- | --- | --- | --- |
| Cc1nc(SCc2ccccc2F)c2oc3ccccc3c2n1 | -1 | -2 | -10 | 4 | -30 | -6 | 9 |
| Cc1c(C)n(Cc2ccc(Cl)cc2)c2ccc(C(=O)NCCN3CCOCC3)cc12 | -4 | 0 | 2 | -3 | 5 | -1 | 17 |
| CCN(CC)C(=O)c1cccc(-c2csc(C(C)(O)c3ccncc3)n2)c1 (configuration not stated) | 0 | 9 | 17 | -5 | -10 | -10 | 11 |
| O=C(CCC1COc2ccccc2O1)Nc1cccnc1 (configuration not stated) | . | . | 1 | -2 | 4 | . | . |
| CCOC(=O)c1ccc(NS(=O)(=O)c2ccc(-c3coc(C)n3)cc2)cc1 | 0 | -3 | 93* | 32 | 4 | -3 | -1 |
| CCNC(=O)C[C@H]1CC[C@H](NC(=O)C2CCC2)[C@H](CO)O1 | -1 | -1 | -6 | -1 | -16 | -1 | 9 |
| Cc1ccc(NC(=O)c2ccc3c(c2)C(=O)N(Cc2cccnc2)C3=O)c(C)c1 | -5 | -3 | . | . | -2 | 1 | 9 |
| O=C(CSCc1ccc(F)cc1)N1CCOCC1 | . | . | 13 | 22 | -10 | . | . |
| Cc1cc(C)c(S(=O)(=O)n2cnc3ccccc32)c(C)c1 | 0 | 1 | -25 | -5 | . | 0 | -3 |
| COc1ccccc1CNC(=O)Cn1cnc2ccccc2c1=O | . | . | -4 | -2 | -9 | . | . |
